Rev-erbA mod: Rev-erb alpha (human) modulation | activity, % at 10 µM | Rev-erbα–FITC-DNA binding, fluorescence polarization, 90 min | P20393 | 370,000 compounds, 0.79% hits | AID 1259318;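 active = activity above about 14%, limit read from the data; passing the limit was not always enough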;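 also: 0% = DMSO wells with 35 nM protein and 100% = DMSO wells with 750 nM protein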
PLC-gamma1 inh: PLC-gamma1 (human) inhibition, primary screen | purified PLC-gamma1, fluorogenic substrate, fluorescence | inhibition, % at 12.2 µM | 370,000 compounds, 0.84% hits | AID 720700; in the data active = inhibition above about 9.5%
PLC-beta3 inh: inhibitors of human phospholipase C beta3; Q01970; Purified PLC-beta3, fluorogenic substrate, fluorescence; inhibition, % at 12.2 µM; 370,000 compounds, 0.18% hits; AID 720704; in the data active = inhibition above about 11%;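 also: 0% = median of compound wells on plate and 100% = full blocker control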
ARFGAP1 inhibitor: rat ARFGAP1 inhibition; Arfgap1-stimulated ARF1 GTP hydrolysis, GDP FP detection; 360,000 compounds, 0.26% hits; Q62848; inhibition, % at 16.5 µM;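 active = inhibition above a per-plate limit, mean inhibition of low control wells plus 3 SD, cut at about 25% in these data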;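 also: 0% = DMSO wells with enzyme and 100% = wells lacking Arfgap1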
Target sequence (Q62848 1-136 limits assumed): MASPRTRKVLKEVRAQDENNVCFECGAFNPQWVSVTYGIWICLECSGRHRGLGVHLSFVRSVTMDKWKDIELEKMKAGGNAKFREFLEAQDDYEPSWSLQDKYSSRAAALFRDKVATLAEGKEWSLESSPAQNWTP
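System: truncated rat Arfgap1 GAP domain / Medium: HEPES-based buffer, pH 7.5 / Also added: N-terminally truncated human ARF1-GTP substrate / Incubation: enzyme reaction 120 min at 25 °C after 20 min preincubation / Measured by: FP of antibody-bound GDP Alexa 633 tracer, ex 620/em 688 nm / Replicates: singlicate, each compound tested once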
DDE Tn7 FP inh: DD(E)-Tn7 binding inhibition, primary FP screen; FP displacement of FITC-Tn7 peptide from fibrin DD(E); 0% = median of compound wells per plate; inhibition, % at 8.3 µM; P02675; 370,000 compounds, 0.13% hits;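 active = inhibition above the mean of compounds falling within the control limits plus 3 SD of them, cut at about 14% in these data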;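 also: 0% = plate median of compound wells and 100% = 10 µM Aha-Tn7 peptide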
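Assay system: Human fibrin DD(E) protein | Medium: Tris buffer with calcium and detergent, pH 7.8 | Reagent: 0.1 µM fluorescent Tn7 | Compound dosing: Single point at 8.3 µM | Times: 10 min preincubation, 3 h with tracer, room temperature | Detection: Fluorescence polarization of the labelled Tn7 tracer | Controls: Aha-Tn7 high control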
HGIII-sPLA2 inh: Inhibits HGIII-sPLA2 liposome hydrolysis, primary screen. Q9NZ20. QFRET BODIPY PC-A2 liposome hydrolysis, fluorescence. inhibition, % at 12.2 µM. 370,000 compounds, 0.56% hits. AID 743126;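 active = inhibition above mean plus 3 SD of compounds lying within the high and low control bounds, cut at about 19% in these data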;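 also: 0% = median of test compound wells and 100% = no enzyme DMSO wells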
Target sequence (Q9NZ20 whole entry, looked up): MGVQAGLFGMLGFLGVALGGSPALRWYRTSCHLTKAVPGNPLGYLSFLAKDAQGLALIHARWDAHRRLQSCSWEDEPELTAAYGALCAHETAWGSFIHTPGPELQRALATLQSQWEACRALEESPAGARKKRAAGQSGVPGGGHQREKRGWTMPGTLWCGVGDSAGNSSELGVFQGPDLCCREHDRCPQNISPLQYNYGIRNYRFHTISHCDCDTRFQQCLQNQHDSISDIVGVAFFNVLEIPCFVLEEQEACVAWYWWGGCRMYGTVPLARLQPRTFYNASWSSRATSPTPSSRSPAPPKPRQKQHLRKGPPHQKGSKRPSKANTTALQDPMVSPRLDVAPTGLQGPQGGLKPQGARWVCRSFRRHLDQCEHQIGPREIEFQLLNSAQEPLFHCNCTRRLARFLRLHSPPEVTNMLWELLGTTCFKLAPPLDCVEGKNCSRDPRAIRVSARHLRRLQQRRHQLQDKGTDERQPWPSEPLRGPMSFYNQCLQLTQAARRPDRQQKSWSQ
KLK7 zymogen act: activates the human kallikrein-7 zymogen; purified proKLK7, EDANS-DABCYL substrate fluorescence; 100% is mature enzyme control, 0% vehicle; 370,000 compounds, 0.9% hits; P49862; activation, % at 7 µM;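 active = activation above the mean of all tested compounds plus 3 SD, computed per campaign excluding outliers beyond control limits, cut at about 13% in these data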
ASAP1 inh: inhibitors of human ASAP1 ArfGAP activity | Q9ULH1 | ASAP1-stimulated ARF1 GTP hydrolysis, GDP FP detection | inhibition, % at 16.5 µM | 360,000 compounds, 0.19% hits | AID 624377; in the data active = inhibition above about 25%;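 also: 0% = vehicle with enzyme and substrate and 100% = no enzyme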
Target sequence (Q9ULH1 325-724 limits assumed): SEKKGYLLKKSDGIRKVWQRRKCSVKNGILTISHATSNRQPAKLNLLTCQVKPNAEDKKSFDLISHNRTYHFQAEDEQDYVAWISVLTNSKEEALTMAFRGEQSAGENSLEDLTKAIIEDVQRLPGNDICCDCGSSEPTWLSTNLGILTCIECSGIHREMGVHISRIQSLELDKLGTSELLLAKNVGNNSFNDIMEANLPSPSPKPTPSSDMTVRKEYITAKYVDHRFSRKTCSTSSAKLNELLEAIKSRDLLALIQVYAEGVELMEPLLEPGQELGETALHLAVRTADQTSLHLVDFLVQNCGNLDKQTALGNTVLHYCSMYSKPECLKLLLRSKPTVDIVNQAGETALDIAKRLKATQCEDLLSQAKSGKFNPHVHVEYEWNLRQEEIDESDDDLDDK
UHRF1 MBD2 ctr: blocks human UHRF1 binding to methylated DNA; Q96T88; UHRF1 binding to methylated oligo, TR-FRET; inhibition, % at 4.4 µM; 370,000 compounds, 0.75% hits; AID 687016; in the data active = inhibition above about 21%;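 also: UHRF1 SRA domain binding a hemimethylated CpG hairpin DNA probe; 0% = median of test compound wells and 100% = reference inhibitor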
DDE Tn6 FP inh: inhibitors of Tn6 peptide binding to human fibrin DD(E) | Fibrin DD(E) TRITC-Tn6 fluorescence polarization displacement | 370,000 compounds, 0.21% hits | inhibition, % at 8.3 µM | P02675;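 active = inhibition above a per-campaign cutoff: mean of compounds within control limits plus 3 SD, cut at about 15% in these data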;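 also: 0% = median of all compound wells on the plate and 100% = blocking peptide control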
Active calls of the source: *; i = inactive; x = no result given.

Results follow in this order: Rev-erbA mod	PLC-gamma1 inh	PLC-beta3 inh	ARFGAP1 inhibitor	DDE Tn7 FP inh	HGIII-sPLA2 inh	KLK7 zymogen act	ASAP1 inh	UHRF1 MBD2 ctr	DDE Tn6 FP inh
c1ccc(-c2nnsc2-c2nc3ccccc3[nH]2)cc1
 : -1	-180	-214	15	-11	-4	8.3	12	1	0
O=C1CCC(C(=O)N2CCCC(C(=O)c3ccc4ccccc4c3)C2)=NN1 (stereo not drawn)
 : 3	-14	-27	-6	-4	1	3.7	4	-1	-5
O=C(COC(=O)C1(c2ccc(F)cc2)CCCC1)NCc1ccco1
 : -2	-3	-8	-6	-4	-6	0.0	6	-3	9
CC(C)(C)OC(=O)C[C@H]1C/C=C\C[C@H](CC(=O)NCCO)C(=O)NCCOC1=O
 : 9	0	4	-1	7	9	0.2	9	-1	8
CCCO/N=C1/C(=O)N(c2ccccc2)c2ccccc21
 : 8	2	2	-7	-1	-1	0.6	7	1	5
Nc1ncnc2c1ncn2[C@@H]1O[C@H](C(=O)N2CCN(c3ccc(Cl)cn3)CC2)[C@@H](O)[C@H]1O
 : 1	-5	-5	2	-7	6	0.7	7	-2	-5
CCN(CC)C(=O)CSc1nnc(-c2c[nH]c3ccccc23)o1
 : -3	0	-6	-4	-1	-2	0.4	10	-2	-1
C=CCC1(CC=C)CCCN1C(=O)CC1C(=O)NCCN1Cc1ccc(OC)c(OC)c1 (stereo not drawn)
 : -1	2	0	4	-2	-4	-0.2	7	-3	-4
COCc1cc(=O)[nH]c2c1c(-c1ccccc1)nn2C
 : 3	-18	-28	5	3	13	2.3	19	3	-4
COc1cc(CNCCN(C)C)c(Br)cc1OCC(=O)NCc1ccccc1
 : 0	-1	-2	-4	3	22*	-0.2	4	2	0
O=C(CCCN1C(=O)/C(=C/c2ccccc2Cl)SC1=S)NCCCN1CCOCC1
 : -7	-3	-15	0	-6	-8	-0.3	6	-2	-11
COc1ccc(/C=C/C(=O)OCC(=O)N(C)CC(=O)Nc2ccc(C)cc2)c(OC)c1
 : 3	-5	-7	-11	-6	-6	0.9	13	10	1
N#Cc1nc(-c2ccco2)oc1NCCCN1CCOCC1
 : -5	-47	-72	-2	5	-3	1.9	1	-6	-4
C=CCN(CC=C)S(=O)(=O)c1ccc(C(=O)Nc2nnc(COC)o2)cc1
 : 0	-4	-2	1	-1	-2	-0.4	-13	3	-4
Cc1cc(C)cc(NC(=O)CCN2C(=O)c3ccccc3S2(=O)=O)c1
 : -3	-2	1	4	-4	-7	0.3	2	-1	5
COc1ccccc1NC(=O)c1nn(C)cc1Br
 : -2	0	3	-5	-10	8	-1.1	8	-2	-3
Cc1ccc(NC(=O)Cn2cnc(C(=O)Nc3ccc(C)c(C)c3)n2)cc1C
 : 3	-2	-2	12	8	9	0.4	11	-1	-10
COc1ccc(Br)c(C(=O)NNC(=O)c2ccc(NS(=O)(=O)c3cccs3)cc2)c1
 : -3	-3	-2	1	-1	-11	-0.4	17	-1	-6
COc1ccc(C#Cc2c(-c3ccccc3OC)oc3ccccc23)cc1
 : 1	-2	-29	6	-3	3	-0.7	6	1	-5
Cc1ccc(CN2CCN(CC(=O)N=Nc3c(O)[nH]c4ccccc34)CC2)cc1
 : 0	2	4	-5	-4	-6	0.9	-9	-7	-6
CC(OC(=O)C1CSC2(c3ccc(F)cc3)CCC(=O)N12)C(=O)NC(N)=O (stereo not drawn)
 : -5	-4	1	-23	3	0	-0.8	-20	-2	1
COc1ccc(Cn2c(C)c(C)c(C#N)c2NC(=O)Nc2ccc(Cl)cc2)cc1
 : -1	-5	-6	9	3	-8	-0.8	2	-1	4
COc1ccc(CN(C)C(=O)Cn2cnc(C(=O)Nc3ccc(C)c(C)c3)n2)cc1OC
 : -2	2	2	29*	-3	-6	-0.1	7	0	4
Cc1c(/C=N/n2cnnc2)c2ccccc2n1CCOc1ccccc1
 : -5	8	3	15	-1	-15	1.0	13	-1	-6
CC(C)N(Cc1ccccc1)C(=O)c1ccc2c(c1)OCO2
 : -2	2	-4	-5	-1	6	-0.4	-3	-3	-2
CCOC(=O)C(C(=O)N1CCOCC1)C1CCCCC1 (stereo not drawn)
 : -6	-2	0	-9	9	2	0.1	-1	-1	2
O=C(NCc1ccco1)c1cc2ccccc2o1
 : 6	4	-1	-7	3	9	-0.2	-1	-2	0
O=C(O)CC(Cn1[nH]nnc1=S)c1ccccc1 (stereo not drawn)
 : -2	2	2	4	-7	0	0.3	-2	0	5
CC(C)CN(CC(C)C)C(=O)c1ccc2c(c1)NC(=O)C(C)(C)O2
 : -4	-4	-1	x	0	7	-0.3	x	2	-8
C=CCn1c(SCC(=O)c2c(N)n(CCC)c(=O)n(C)c2=O)nc2sc(CC)cc2c1=O
 : 5	2	4	6	-4	5	0.4	0	0	-12
O=C(NCCc1ccccc1)C1(S(=O)(=O)c2ccc(Cl)cc2)CC1
 : 4	5	-6	4	-5	1	-0.9	-2	0	-9
Cn1cc(C(=O)N2CCCC(Nc3ccc(F)cc3)C2)c2ccccc21 (stereo not drawn)
 : 2	-1	-6	4	0	-3	0.0	19	-1	-2
Cc1ccc(OCC(=O)N2CCOCC2)cc1C
 : 2	2	0	1	-7	7	0.0	-10	0	-1
O=C(c1ccc(Cn2ccc([N+](=O)[O-])n2)cc1)N1CCN(Cc2ccccc2)CC1
 : -1	3	-5	-6	-7	-6	0.2	-1	3	5
O=C(Cc1ccc(Cl)cc1)c1c[nH]c(C(=O)NCc2cccnc2)c1
 : 19*	1	3	3	-1	-3	-0.3	6	1	0
CCC(C)Sc1ccc([C@H]2N[C@@](Cc3ccccc3)(C(=O)OC)[C@H]3C(=O)N(CC)C(=O)[C@@H]23)cc1OC (stereo partly drawn)
 : 3	1	0	12	5	4	-0.1	1	2	-3
CCOc1ccc(NC(=O)C2CC(=O)NC(N3CCc4ccccc43)=N2)cc1 (stereo not drawn)
 : -5	3	0	-2	4	0	0.0	3	3	-2
Cc1cccc(C)c1NC(=O)COc1ccccc1C(=O)Nc1ccc(Br)cn1
 : 118*	2	1	-5	-3	8	0.2	-11	-1	4
CCOC(=O)C(O)(CCC(O)(C(=O)OCC)C(=O)OCC)C(=O)OCC
 : 0	2	6	18	1	1	-0.1	1	-4	-11
COc1cc(OC)cc(C(=O)N(CN2CCCC2=O)c2ccccc2OC)c1
 : 0	0	1	12	4	5	0.1	-3	4	16*

The final 2 records of the section above lead into the next.
Results follow in this order: Rev-erbA mod	PLC-gamma1 inh	PLC-beta3 inh	ARFGAP1 inhibitor	DDE Tn7 FP inh	HGIII-sPLA2 inh	KLK7 zymogen act	ASAP1 inh	UHRF1 MBD2 ctr	DDE Tn6 FP inh
CCOC(=O)C(O)(CCC(O)(C(=O)OCC)C(=O)OCC)C(=O)OCC
 : 0	2	6	18	1	1	-0.1	1	-4	-11
COc1cc(OC)cc(C(=O)N(CN2CCCC2=O)c2ccccc2OC)c1
 : 0	0	1	12	4	5	0.1	-3	4	16*
O=C(CCN1C(=O)c2ccccc2S1(=O)=O)Nc1ccc(F)cc1F
 : 2	7	0	0	4	-2	0.2	2	0	6
O=C(NCc1ccccn1)c1ccc2c(c1)N(Cc1ccccc1)CCS2
 : -10	-431	i	1	-3	-2	-53	-5	4	-5
COc1cc(/C=N/NC(=O)NC23CC4CC(CC(C4)C2)C3)ccc1OCC(N)=O
 : -2	2	-6	-22	7	4	0.6	-21	2	-2
COC(=O)[C@]12C[C@H](CC(=O)N3CCOCC3)C(=O)N(Cc3ccc4c(c3)OCO4)C1=C[C@H](C(C)(C)C)O[C@@H]2C
 : -6	2	2	-3	6	-5	-0.3	-8	-2	9
Cc1ccc(OCCCC(=O)Nc2ccc(N3CCOCC3)cc2)cc1
 : 1	2	0	8	-2	4	0.6	-9	-1	1
S=c1[nH]ncn1/N=C/c1ccccc1
 : 2	8	4	-8	-8	-1	0.4	-3	4	-5
CC1CCCN(CC(O)CN2CCN(CC(O)CN3CCCC(C)C3)C(C)C2)C1 (stereo not drawn)
 : -4	0	3	4	-1	-4	0.7	-12	-1	-3
Oc1ccc(Nc2nnc(-c3ccc(O)cc3)c3ccccc23)cc1
 : 2	-6	-12	-7	-1	-31	0.3	-8	8	-10
COc1ccc2[nH]c(CN3CCN(CC=C(C)C)C(CCO)C3)c(C)c2c1 (stereo not drawn)
 : -7	-13	-23	7	7	-13	0.2	-3	-1	4
Cc1nn(Cc2cccc(C(=O)Nc3ccn(Cc4ccccc4F)n3)c2)c(C)c1[N+](=O)[O-]
 : -7	3	3	7	-5	3	0.0	16	2	-3
COc1cc(/C=N/NC(=O)CNC(=O)c2cccs2)ccc1O
 : -5	0	0	7	4	9	-2.3	-3	2	-4
O=C(Nc1ccc2nc(-c3ccco3)[nH]c2c1)c1ccco1
 : -8	-40	-49	11	6	4	1.2	-18	-3	-12
CC1CN(CC(O)COc2ccc(C(C)C)cc2)CC(C)O1 (stereo not drawn)
 : 0	6	5	2	3	1	0.8	2	9	-3
CSC1=C(C#N)C(CC(C)C)C2=C(CCCC2=O)N1 (stereo not drawn)
 : -9	-35	-41	0	-5	-2	-0.3	-12	0	-1
Cc1ccc(Cc2c(-c3ccc(C#N)cc3)nc3ccc(Br)cn23)cc1
 : 29*	-15	-21	1	-1	-9	-2.7	-13	22*	-1
CC(C)(NC(=O)NC(CO)c1ccccc1)c1cccc(C(C)(C)NC(=O)NC(CO)c2ccccc2)c1 (stereo not drawn)
 : 3	-1	-1	1	5	0	-0.3	2	8	12
Cc1ccc(S(=O)(=O)CCc2ccncc2)cc1
 : 0	3	-2	10	-3	0	-0.8	3	-1	5
COc1ccc(S(=O)(=O)N(C)C[C@H]2Oc3ncc(Br)cc3C(=O)N([C@@H](C)CO)C[C@@H]2C)cc1
 : 4	-2	1	7	4	1	0.0	3	0	-5
O=C(c1cc(-c2ccncc2)nc2ccccc12)N1CCN(c2ccc(N3CCOCC3)nn2)CC1
 : -2	-7	-7	3	2	-5	-0.6	-1	-1	1
CC(=O)N/C(=C/c1ccc(OS(=O)(=O)c2ccc(C)cc2)cc1)C(=O)NCCO
 : 3	-4	-3	-4	8	5	-0.4	0	0	7
O=C(NC(=S)Nc1ccc2oc(=O)ccc2c1)c1cccc(Cl)c1
 : -2	-1	-8	-8	-2	8	0.5	12	-1	-1
Cc1ccccc1-n1c(SCC(=O)c2c(N)n(C)c(=O)n(C)c2=O)nc2sc3c(c2c1=O)CCCC3
 : 5	3	1	9	0	-3	-0.3	2	1	-1
COc1ccc(N2CCN(C(=O)Cc3ccc(C)cc3)CC2)cc1
 : 2	6	-5	-3	-3	5	0.0	1	1	-4
CSc1ccc(CN(C)C(=O)COc2ccc(C(=O)c3ccccc3)cc2)cc1
 : 0	-3	-4	-4	-6	-7	0.4	13	0	1

Assay outcomes from PubChem BioAssay.
